Compound activity from PubChem.
ASAP1 inh = ASAP1 ArfGAP inhibition | Q9ULH1 | ASAP1-stimulated ARF1 GTP hydrolysis, GDP FP detection | inhibition, % at 16.5 µM | actives 0.19% (n = 360,000); in the data active = inhibition above about 25%;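 note: 0% = vehicle with enzyme and substrate and 100% = no enzyme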
Target sequence (Q9ULH1 325-724 limits assumed): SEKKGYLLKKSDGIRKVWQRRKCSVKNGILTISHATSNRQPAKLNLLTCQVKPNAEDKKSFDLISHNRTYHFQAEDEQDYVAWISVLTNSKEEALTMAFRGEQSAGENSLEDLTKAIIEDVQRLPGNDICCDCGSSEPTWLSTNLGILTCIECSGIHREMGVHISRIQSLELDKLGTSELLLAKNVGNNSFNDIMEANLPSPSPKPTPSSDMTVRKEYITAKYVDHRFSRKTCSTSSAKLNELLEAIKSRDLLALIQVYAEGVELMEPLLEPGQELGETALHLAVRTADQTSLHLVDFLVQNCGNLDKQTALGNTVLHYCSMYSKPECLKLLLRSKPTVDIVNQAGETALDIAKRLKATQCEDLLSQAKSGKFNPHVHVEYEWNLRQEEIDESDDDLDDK
Rev-erbA mod = Rev-erb alpha (human) modulation | P20393 | Rev-erbα–FITC-DNA binding, fluorescence polarization, 90 min | activity, % at 10 µM | actives 0.79% (n = 370,000) | AID 1259318;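 active = activity above about 14%, limit read from the data; passing the limit was not always enough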;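 note: 0% = DMSO wells with 35 nM protein and 100% = DMSO wells with 750 nM protein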
SMARCA2 act = increases SMARCA2 function in MMTV reporter cells. MG213 cells, MMTV-luciferase reporter, dexamethasone, overnight. activation, % at 9.1 µM. actives 1% (n = 370,000); in the data active = activation above about 7.8%;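 note: 0% = vehicle wells and 100% = reference activator wells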
GC-A act = GC-A (human) enzyme activation. P16066. HEK293 GC-A cells, cGMP TR-FRET, EC30 ANP; 0% at EC30 ANP, 100% saturating ANP. activation, % at 10 µM. actives 0.14% (n = 370,000); in the data active = activation above about 40%
HTRA1 inhibitor = HTRA1 (human) protease inhibition | recombinant HTRA1, FP-rhodamine activity-based probe, fluorescence polarization | inhibition, % at 5.96 µM | actives 0.5% (n = 340,000) | AID 504803; in the data active = inhibition above about 36%;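 note: 0% = enzyme with DMSO and 100% = wells lacking enzyme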
Target sequence (Q92743 whole entry, looked up): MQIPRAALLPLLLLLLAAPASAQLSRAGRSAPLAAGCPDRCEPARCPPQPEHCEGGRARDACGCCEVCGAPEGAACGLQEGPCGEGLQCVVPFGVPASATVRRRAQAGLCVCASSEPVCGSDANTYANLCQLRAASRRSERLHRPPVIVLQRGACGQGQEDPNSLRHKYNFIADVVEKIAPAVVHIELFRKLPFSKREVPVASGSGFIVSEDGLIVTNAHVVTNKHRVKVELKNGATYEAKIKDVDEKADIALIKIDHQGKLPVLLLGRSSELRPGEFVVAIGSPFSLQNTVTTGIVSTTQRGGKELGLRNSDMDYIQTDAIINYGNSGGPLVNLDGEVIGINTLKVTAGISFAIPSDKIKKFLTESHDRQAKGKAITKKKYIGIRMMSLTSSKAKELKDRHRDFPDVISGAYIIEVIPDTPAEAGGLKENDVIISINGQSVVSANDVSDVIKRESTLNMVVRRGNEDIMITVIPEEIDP
rCAG RNA binder = molecules binding r(CAG) RNA repeats | r(CAG) RNA repeat, TO-PRO-1 dye displacement fluorescence | inhibition, % at 3 µM | actives 1.3% (n = 370,000);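 active = inhibition above the plate cutoff, the mean of all test compounds on that plate plus 3 SD, cut at about 35% in these data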;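 note: 0% = DMSO alone and 100% = 100 µM mitoxantrone as full dye displacement; higher means more dye released from RNA so lower well fluorescence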
ARFGAP1 inh = inhibits rat ARF GTPase activating protein 1; Q62848; Arfgap1-stimulated ARF1 GTP hydrolysis, GDP FP detection; inhibition, % at 16.5 µM; actives 0.26% (n = 360,000); AID 651572;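 active = inhibition above a per-plate limit, mean inhibition of low control wells plus 3 SD, cut at about 25% in these data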;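 note: 0% = DMSO wells with enzyme and 100% = wells lacking Arfgap1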
Target sequence (Q62848 1-136 limits assumed): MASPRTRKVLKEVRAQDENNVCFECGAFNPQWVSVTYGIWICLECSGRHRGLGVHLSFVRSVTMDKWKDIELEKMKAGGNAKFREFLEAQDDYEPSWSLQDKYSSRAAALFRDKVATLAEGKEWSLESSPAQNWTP
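Material: rat Arfgap1 catalytic domain, aa 1-136; also added: human ARF1(Δ1-17)-GTP substrate; compound dosing: one concentration, 16.5 µM, DMSO 1.26%; incubation: GTP hydrolysis reaction 2 h at 25 °C; measured by: Tracer-displacement fluorescence polarization with EDTA stop, 620/688 nm; evaluation: % inhibition from polarization; repeats: one replicate per compound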
NPR2 activator = GC-B (human) receptor activation | AID 1920062 | HEK293-GC-B cells, CNP EC30, cGMP TR-FRET; 0% at EC30 CNP, 100% saturating CNP | P20594 | actives 0.11% (n = 370,000) | activation, % at 10 µM;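 active = activation at 10 µM reaching about 35% in either raw or pattern-adjusted values, limit read from the data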
mABHD4 FP = inhibits mouse alpha/beta hydrolase domain 4; actives 0.54% (n = 370,000); Q8VD66; purified mABHD4, FP-Rh probe fluorescence polarization; inhibition, % at 8.92 µM;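 active = inhibition exceeding the mean over every tested compound plus 3 SD, cut at about 30% in these data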;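 note: 0% = plate median of compound wells and 100% = S159A mutant with DMSO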
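Assay system: mouse ABHD4 enzyme, wild type / Also added: fluorescent activity-based probe FP-Rh / Doses: single nominal dose of 8.92 µM, 0.89% DMSO final / Timing: 45 min compound pre-incubation plus 60 min probe step, 25 °C / Signal: FP readout, ex 525 nm / em 598 nm / Control set: S159A mutant/DMSO as 100%, compound-well median as 0%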
PG9 binder = small molecules binding HIV-1 gp120 antibody PG9. actives 0.43% (n = 360,000). TR-FRET gp120-PG9 antibody binding. AID 624416. inhibition, % at 6.7 µM; in the data active = inhibition above about 8.5%
An asterisk follows results filed as active; . = not tested or not shown; & = joins results of further samples.

no.	Molecule	ASAP1 inh	Rev-erbA mod	SMARCA2 act	GC-A act	HTRA1 inhibitor	rCAG RNA binder	ARFGAP1 inh	NPR2 activator	mABHD4 FP	PG9 binder
1	CN(CC(=O)Nc1cccc(F)c1)C(=O)CSc1ccc(Br)cc1	-10	5	-5	2	-20	-1	8	2	-4	2.0
2	CCOC(=O)c1c(C)n(O)c2ccc(Cl)cc2c1=O	2	2	-3	6	-2	1	8	6	-4	0.2
3	COc1ccc(/C=N/NC(=O)c2ccccc2O)cc1CN1CCOCC1	10	-5	1	3	5	-1	-3	-3	2	-0.8
4	CCCc1nnc(SCC(=O)N2C(C)CCCC2C)n1CC (configuration not stated)	-8	-3	1	-5	9	-1	2	2	2	2.1
5	O=C1C2C3C=CC(CC3)C2C(=O)N1/N=C/c1ccccc1O (configuration not stated)	-8	-2	-1	3	-2	-2	13	-3	3	1.9
6	CC1(c2nnc(-c3ccc(F)cc3)o2)CC(c2cccc(Cl)c2)=NO1 (configuration not stated)	5	1	1	-2	-2	-3	-9	2	-19	-0.7
7	Cc1nc(SCc2ccccc2)c2oc3ccccc3c2n1	6	2	-2	-4	-8	4	-2	2	-1	0.1
8	CN1CCN(CCCNC(=O)c2ccc(/C=C3\Oc4ccccc4N(Cc4ccc(Cl)cc4)C3=O)cc2)CC1	1	-1	11*	6	-52	9	13	8	-8	0.0

Next part:
no.	Molecule	ASAP1 inh	Rev-erbA mod	SMARCA2 act	GC-A act	HTRA1 inhibitor	rCAG RNA binder	ARFGAP1 inh	NPR2 activator	mABHD4 FP	PG9 binder
9	O=C(COc1cc(F)ccc1[N+](=O)[O-])Nc1cc(S(=O)(=O)N2CCCC2)ccc1Cl	-5	-3	-2	-2	-7	13	4	-5	-8	-3.2
10	CCC(=O)N/C(=N/c1nc(C)cc(C)n1)Nc1cccc(OC)c1	11	3	7	-1	-11	1	-4	-2	0	-1.2
11	O=C1c2cccc3cc(Br)cc(c23)C(=O)N1Nc1ccc(Br)cc1	0	1	0	-5	0	3	11	4	6	-1.2
12	COc1ccc(NC(=O)CN2CCCCC2)cc1	-7	-3	-2	0	1	-3	10	4	8	-0.1
13	O=C(O)CN(c1ccccc1)C1SC(=O)NC1=O (configuration not stated)	-1	5	0	0	-3	-2	6	-3	7	0.6
14	Cn1c(=O)[nH]c2ncccc21	18	1	0	3	-8	-4	4	1	7	0.7
15	CC(C)N(Cc1ccccc1)C(=O)COc1ccccc1	-5	-3	3	-3	-14	-4	1	-12	-2	-3.1
16	FC(F)(F)c1cccc(-n2cccc2/C=N/n2cnnc2)c1	0	0	-4	-2	2	-3	-10	-2	-10	1.2

Only Rev-erbA mod, rCAG RNA binder and ASAP1 inh, for some of the entries so far:
item	Structure	Rev-erbA mod	rCAG RNA binder	ASAP1 inh
11	O=C1c2cccc3cc(Br)cc(c23)C(=O)N1Nc1ccc(Br)cc1	1	3	0
12	COc1ccc(NC(=O)CN2CCCCC2)cc1	-3	-3	-7

(more compounds)
no.	Molecule	ASAP1 inh	Rev-erbA mod	SMARCA2 act	GC-A act	HTRA1 inhibitor	rCAG RNA binder	ARFGAP1 inh	NPR2 activator	mABHD4 FP	PG9 binder
17	COc1ccc(NS(=O)(=O)c2ccc(Oc3c(C#N)cccc3C#N)cc2)cc1	11	3	-7	-3	-19	7	5	-3	-5	-1.0
18	O=C(c1ccc(-c2ccccc2)cc1)N1CCC(C(=O)N2CCCC2)CC1	-12	3	0	3	5	-7	-5	-1	1	1.2
19	CC(=O)Nc1ccc(NC(=O)CN(c2ccc(F)cc2)S(=O)(=O)c2ccc3c(c2)OCCO3)cc1	8	-1	-2	-1	0	8	7	3	-2	1.1
20	CSC(=NCCCN1CCOCC1)NS(=O)(=O)c1cccs1	-7&-16	-2&-8	-7&0	-4&10	2&0	4&3	-16&0	1&-2	-9&0	-1.9&-0.6
21	O=C(Nc1nc(-c2ccccn2)cs1)C12CC3CC(CC(O)(C3)C1)C2	-2	-5	4	2	2	-5	7	5	3	-0.5
22	CN(Cc1ccco1)C(=O)Cn1ncc2c([nH]c3ccccc32)c1=O	-7	0	-4	-1	-6	3	2	0	-2	0.8
23	CC[C@H](C)[C@@H]1NC(=O)c2cc([N+](=O)[O-])cc(I)c2NCC[C@@H](C(N)=O)NC(=O)[C@H](CCCN=C(N)N)NC1=O	-3	-1	-1	1	.	12	2	0	2	-0.2
24	Cc1cc(OCc2cc(C(=O)N(C)C(C)c3ccccn3)no2)cc(C)c1Cl (configuration not stated)	3	2	0	-3	-16	1	0	-7	-32	-0.4

Further structures.
no.	Molecule	ASAP1 inh	Rev-erbA mod	SMARCA2 act	GC-A act	HTRA1 inhibitor	rCAG RNA binder	ARFGAP1 inh	NPR2 activator	mABHD4 FP	PG9 binder
25	COc1cc(NC(=O)CSc2nncn2C)cc(OC)c1OC	4	-9	-2	-3	0	-3	3	3	1	-1.6
26	Cc1ccc(OCC(=O)Nc2ccc3oc(=O)ccc3c2)c(C)c1	-3	-3	-3	2	-16	1	13	-2	-6	-0.8
27	COc1ccc(OCCCCOc2ccccc2Cl)cc1	-7	1	0	2	-12	-4	-11	2	-5	-0.2
28	N#Cc1ccc(Oc2ccc(-c3nc4ccccc4nc3-c3ccccc3)cc2)cc1C#N	3	23*	1	-1	0	3	-10	0	3	2.1
29	CN(Cc1c(O)ccc2c1oc(=O)c1ccccc12)C1CCCCC1	9	-3	0	-5	4	13	15	-5	-4	9.9*
30	O=C(CSc1nc(O)cc(=O)n1-c1ccccc1)Nc1ccc2c3c(cccc13)CC2	14	-5	-5	-4	-82	45*	1	-5	-15	-3.6
31	NC(=O)c1ccccc1NC(=O)Cc1cccs1	-10	2	0	2	1	1	-3	-1	2	-2.7
32	CCn1nc(C)c(/C=C/C(=O)Nc2ccc(C)cc2C)c1C	-9	0	0	1	3	-5	-4	3	4	0.1

Next part.
no.	Molecule	ASAP1 inh	Rev-erbA mod	SMARCA2 act	GC-A act	HTRA1 inhibitor	rCAG RNA binder	ARFGAP1 inh	NPR2 activator	mABHD4 FP	PG9 binder
33	CC1=NN(c2ccccc2)C(=O)C1/C=C1/NC(=S)NC1=O (configuration not stated)	-10	0	-4	-6	.	5	3	-3	0	-24
34	CCCCn1c2c(c(=N)c3ccccc31)CCC2	-11	0	-5	2	-1	1	-3	5	3	1.4
35	Cc1ccc(C(=O)NC(NC(=S)Nc2ccc(S(N)(=O)=O)cc2)C(Cl)(Cl)Cl)cc1 (configuration not stated)	10	3	-1	3	-79	30	4	7	-72	-1.0
36	Cc1cccc(NC(=O)C2CCCN(c3cnccn3)C2)c1 (configuration not stated)	6	-3	-4	1	-4	-4	-9	-4	-2	1.0
37	CCOC(=O)c1nnn(-c2ccccc2C#N)c1C	6	-3	0	5	4	0	6	8	-3	-1.8
38	COc1ccc2nc(NC(=O)/C=C/c3ccc4c(c3)OCO4)sc2c1	0	-29	-3	0	.	-4	-5	4	-3	1.6
39	CNC(=S)N(CCc1c(C)[nH]c2ccc(OC)cc12)Cc1cc(OC)c(OC)c(OC)c1	16	-2	-2	-7	-2	9	7	-10	1	-1.0
40	COc1ccc(OC)c(NC(=O)C2CCN(S(=O)(=O)c3ccc4c(c3)CC(C)N4C(C)=O)CC2)c1 (configuration not stated)	-1	-2	-1	-5	-8	1	8	1	2	-1.9

Going on with the list:
no.	Molecule	ASAP1 inh	Rev-erbA mod	SMARCA2 act	GC-A act	HTRA1 inhibitor	rCAG RNA binder	ARFGAP1 inh	NPR2 activator	mABHD4 FP	PG9 binder
41	C#CCN1C(=O)C(O)(CC(=O)c2cc(OC)ccc2OC)c2ccccc21 (configuration not stated)	1	-7	-4	2	-5	5	-3	-6	2	2.8
42	COC(=O)C1CCN(C(=O)c2cc3ccccc3oc2=O)CC1	5	-5	6	-1	-2	0	-10	2	-6	1.7
43	COc1ccc(NC(=O)Cc2ccc(Cl)c(Cl)c2)cn1	4	-3	-2	3	-21	-2	-4	5	0	0.9
44	CCOC(=O)c1sc2nc(C)nc(SCC(=O)N(C)C3CCS(=O)(=O)C3)c2c1C (configuration not stated)	5	-1	-1	4	2	0	-4	-1	-1	-0.5
45	Cn1c(=O)c(C(=O)NCc2ccccc2Cl)c(O)c2ccccc21	-11	15	-1	-4	1	-2	9	-3	0	0.7
46	Nc1nc(SCC(=O)NCC2CCCO2)n[nH]1 (configuration not stated)	-7	1	0	0	5	0	-10	3	10	-2.1
47	COc1ccc(S(=O)(=O)N2CCCCCC2)c2ccccc12	.	4	-1	-2	.	1	.	-5	-1	.
48	Cn1c(SCC(=O)Nc2ccc3c(c2)CCC3)nnc1C1CC1	-4	-2	-4	-2	3	1	1	-1	2	-0.4

Continued:
no.	Molecule	ASAP1 inh	Rev-erbA mod	SMARCA2 act	GC-A act	HTRA1 inhibitor	rCAG RNA binder	ARFGAP1 inh	NPR2 activator	mABHD4 FP	PG9 binder
49	Cc1cc(N2CCCCC2)nc2c(C)cccc12	8	-1	0	-13	3	0	14	-2	-7	1.5
50	Cn1c(CN2CCCC2)nc2cc(NC(=O)COc3ccc([N+](=O)[O-])cc3)ccc21	-7	-2	-2	3	2	1	-1	1	2	-3.7
51	COc1ccc(N(CC(=O)NCCC2=CCCCC2)S(C)(=O)=O)cc1OC	-1	3	-1	-1	-4	-7	8	1	-1	-0.7
52	Cc1cc(NC(=O)CCN2C(=O)C3C4C=CC(C4)C3C2=O)c2ccccc2n1 (configuration not stated)	-6	1	0	-4	-4	-3	-1	4	0	-1.2
53	O=C(NCc1ccccc1)c1cnc(Cc2c[nH]c3ccccc23)c(I)c1	12	2	0	1	.	21	5	-3	0	-1.8
54	COc1ccc(NC(=O)C2CCN(C(=O)[C@@H]3Cc4ccccc4CN3)CC2)cc1	-1	-6	1	4	-1	-4	5	2	1	-1.6
55	COC(CNC(=O)C(=O)NCC1OCCN1S(=O)(=O)c1ccccc1)OC (configuration not stated)	-4	0	-1	3	3	0	-6	3	-2	2.2
56	Oc1ccc(C2=Nn3c(nnc3-c3ccco3)SC2)cc1O	10	-16	-2	3	44*	8	9	1	43*	-4.0
57	CC(=O)Oc1ccc(C(=O)NC(C)CCc2ccccc2)cc1 (configuration not stated)	12	-7	7	3	0	-5	0	2	0	-3.2

Rows were taken by chance, and some 4.4% of all compounds hit somewhere here.
